VIM-2 inhibitor: VIM-2 metallo-beta-lactamase inhibitors, primary screen, biochemical, epi-absorbance readout, Pseudomonas aeruginosa enzyme. purified VIM-2, nitrocefin hydrolysis, epi-absorbance fluorescence. inhibition, % at 5.6 µM. actives 0.89% (n = 290,000). AID 1527, 2009;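 active = inhibition above the mean of all tested compounds plus 3 SD, cutoff set per screening run, cut at about 7.5% in these data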;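 also: red hydrolysis product quenches plate fluorescence so inhibitors raise well fluorescence; 0% = enzyme with DMSO and 100% = DMSO without enzyme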
MEKK2mut PB1 HTS: MEK5 binding signal on mutant MEKK2 PB1, primary screen, biochemical, multiplex bead flow cytometry, Alexa488-MEK5 | percent response, % at 10 µM | Alexa488-MEK5 binding to MEKK2 mutant | actives 0.35% (n = 290,000) | AID 1530, 2009; in the data active = percent response above about 24%, passing the limit was not always enough; also: inactives centre near 1; some results filed as inactive read as strong as hits
DNA FID counter: compounds displacing fluorescent DNA intercalator, primary screen, artefact control for HCV NS3 helicase inhibitor project, biochemical, FID fluorescence. inhibition, % at 7.9 µM. AID 1845, 2009. actives 0.17% (n = 290,000). DNA fluorescent intercalator displacement; in the data active = inhibition above about 37%;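 also: 0% = vehicle and 100% = reference compound; higher means more ethidium bromide displaced from hairpin DNA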
IMP-1 inhibitor: IMP-1 metallo-beta-lactamase inhibitors, primary screen, biochemical, epi-absorbance readout, Pseudomonas aeruginosa enzyme; metallo-beta-lactamase IMP-1 (Pseudomonas aeruginosa); purified IMP-1, nitrocefin hydrolysis, epi-absorbance fluorescence; inhibition, % at 5.6 µM; actives 0.45% (n = 290,000);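 active = inhibition above the mean plus 3 SD of all compounds in the same screening run, cut at about 4.5% in these data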;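 also: 0% = IMP-1 with DMSO and 100% = DMSO wells lacking enzyme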
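System: Purified IMP-1 | Read-out basis: Percent enzyme inhibition | Controls: IMP-1 with DMSO as 0%, enzyme-free DMSO as 100% | Replicates: One well per compound | Doses: 5.6 µM nominal single concentration | Detection: Epi-absorbance fluorescence, 480 nm excitation, 530 nm emission | Incubation: 25 °C, 15 min preincubation, 25 min reaction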
MEKK2wt PB1 HTS: modulators of MEK5 binding to wildtype MEKK2, primary screen, biochemical, multiplex bead flow cytometry, Alexa488-MEK5; actives 1.1% (n = 290,000); Alexa488-MEK5 binding to MEKK2 WT; actives lie on both sides; binding response (% of control), % at 10 µM; in the data active = binding response below about 67% or above about 130%
PfM18AAP inh: PfM18AAP inhibitors, malaria aminopeptidase, primary screen, biochemical, QFRET, recombinant enzyme; M18 aspartyl aminopeptidase (Plasmodium falciparum 3D7); H-Glu-NHMec fluorogenic cleavage; inhibition, % at 7.35 µM; actives 1.2% (n = 290,000); AID 1822, 2009;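 active = inhibition above the campaign mean inhibition over all tested compounds plus 3 SD, cut at about 28% in these data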;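 also: 0% = plate median of test compound wells and 100% = 2 mM ZnCl2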
NALP1 inh: NALP1 inflammasome inhibitors in reconstituted yeast, colorimetric, S. cerevisiae, triplicate retest; S. cerevisiae NALP1/ASC/caspase-1 growth, X-gal OD620, 72 h; inhibition, % at 10 µM; actives 0.61% (n = 280,000); in the data active = inhibition mostly above about 24%, no sharp cut-off; inactive = mostly below about 32%; also: some compounds called inactive have numbers as strong as hits
HCV NS3 hel inh: inhibitors of HCV NS3 helicase, primary screen, biochemical, Cy5 molecular beacon fluorescence | Hepatitis C virus NS3 helicase | NS3 helicase DNA unwinding | inhibition, % at 10.9 µM | actives 0.56% (n = 290,000);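 active = inhibition above the mean of all tested compounds plus 3 SD, set per campaign, cut at about 35% in these data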;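 also: 0% = DMSO wells and 100% = thioflavine S control wells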
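Control set: DMSO versus 110 µM thioflavine S; Material: NS3 helicase fragment of HCV; Measured by: Cy5 fluorescence at 0 and 60 min, beacon hairpin quenching; Read-out basis: percent inhibition from t60/t0 fluorescence ratio; Times: reaction time 60 min, 25 °C; Repeats: single replicate; Compound dosing: single dose, 10.9 µM nominal final, DMSO 0.8% final.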
UBC9 SUMO inh: inhibitors of in vitro SUMOylation cascade, primary screen, biochemical, HTRF, uHTS; HTRF SUMOylation assay, SAE1/SAE2 + UBC9; inhibition, % at 35 µM; actives 0.36% (n = 290,000); AID 2006, 2009; in the data active = inhibition above about 50%, passing the limit was not always enough; also: strong numbers were not always called active
Target sequence (P63279 whole entry, looked up): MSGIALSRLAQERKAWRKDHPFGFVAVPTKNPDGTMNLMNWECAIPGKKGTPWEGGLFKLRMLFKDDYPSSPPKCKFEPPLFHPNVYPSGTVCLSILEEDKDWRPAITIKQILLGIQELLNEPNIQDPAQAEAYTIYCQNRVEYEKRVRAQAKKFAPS
An asterisk follows results filed as active; x = not tested or not shown.

Below each compound: VIM-2 inhibitor	MEKK2mut PB1 HTS	DNA FID counter	IMP-1 inhibitor	MEKK2wt PB1 HTS	PfM18AAP inh	NALP1 inh	HCV NS3 hel inh	UBC9 SUMO inh
1) CN(CCNC(=O)C1CCC(=O)N(Cc2ccc(Cl)cc2)C1)CCc1ccccc1 (centres undefined)
→ 2.4	2	26	2.0	114	7	12	-12	-6
2) COc1ccc(CCNc2ncnc3[nH]ncc23)cc1OC
→ -0.8	2	-2	-2.0	111	-5	11	-2	8
3) c1csc(C(c2nnnn2C2CCCC2)N2CCOCC2)c1 (centres undefined)
→ -1.0	6	-8	-0.8	98	-2	6	-11	15
4) O=C(c1cccc(Br)c1)N1CCCC1
→ -3.2	5	3	0.4	101	4	4	1	11
5) Cc1ccc(S(=O)(=O)NC(=O)N2CCC(C)CC2)cc1
→ -3.0	x	2	-2.6	x	0	8	-4	7
6) CCOC(=O)C(CCC#N)(CCC#N)C(=O)OCC
→ -1.2	-4	0	-1.8	92	6	1	1	13
7) Nc1ncnc(Oc2ccccc2F)c1[N+](=O)[O-]
→ -1.9	1	1	-3.0	101	0	-13	1	6
8) COC(=O)c1c(NC(=O)CSc2nnc3ccccn23)sc2c1CCC2
→ -0.9	-1	-27	-3.7	98	-2	12	-7	5
9) CC(C)c1ccc(Nc2nc(Cl)nc(NCc3ccco3)n2)cc1
→ -1.9	-17	-5	-1.5	91	1	x	1	13
10) O=C(CC1SC(=O)NC1=O)Nc1ccc(Cl)cc1 (centres undefined)
→ -0.1	4	-10	0.9	108	-16	-9	22	-15
11) COc1ccccc1C1CCN(Cc2ccccc2Cl)CC1
→ -2.4	8	-1	-3.1	110	-2	15	-17	1
12) N#Cc1c(-c2ccc(F)cc2)c2c([nH]c1=O)-c1ccccc1OC2
→ -1.5	0	-10	-2.0	100	1	x	3	16
13) Cc1cccc(Nc2ccccc2)c1
→ -2.1	0	-3	-0.7	105	2	18	-4	-6
14) CC(C)(C)OC(=O)N1CCOCCOCCNCCOCCOCC1
→ -3.3	10	-3	-2.6	106	6	20	3	11
15) CCOc1ccc(C2=Nc3ccccc3C(c3ccc(N4CCOCC4)cc3)=NN2)cc1
→ 1.6	x	-16	-2.4	x	3	16	27	4
16) CCn1c(C(Cc2ccccc2)NC(=O)COC)nc2ccccc21 (centres undefined)
→ -2.2	11	-9	0.3	106	-4	25	1	-9
17) Cc1cc(C)cc(C(=O)Nc2ccncc2)c1
→ 2.1	-1	4	0.2	104	0	12	21	2
18) O=[N+]([O-])c1cc(/C=N/Nc2nc3ccccc3[nH]2)c(O)cc1O
→ -2.8	0	0	-5.7	104	25	12	21	-64
19) Cc1ccc(CCNC(=O)CNS(=O)(=O)c2ccc3nc(C)sc3c2)cc1
→ -3.0	0	-35	-0.4	95	-4	1	1	5
20) Cc1onc(-c2ccccc2Cl)c1C(=O)N1CCN(c2ccc(F)cc2)CC1
→ -4.2	2	-37	-0.1	99	2	-1	4	-1
21) Cc1ccc(-c2csc(=S)n2CC(=O)OCC(=O)NCc2ccco2)cc1
→ -3.8	8	-11	-4.5	101	12	6	19	12
22) CC(=O)Cc1nsc(NC(=O)c2cn(-c3ccccc3)nc2-c2ccc(Br)cc2)n1
→ -2.0	-10	-3	-3.0	96	7	19	12	8
23) COC(=O)C1CCCN1S(=O)(=O)c1ccc([N+](=O)[O-])cc1 (centres undefined)
→ -1.8	-1	-1	-1.6	102	0	17	-15	1
24) Cn1c(CN2CCCCC2)nc2cc(NS(=O)(=O)c3ccc(Cl)cc3)ccc21
→ -1.2	2	3	-4.7	100	1	-1	-14	-6
25) Cc1cccc(NC(=O)CSc2nnc(CSc3nc(C)cc(C)n3)n2Cc2ccco2)c1
→ -0.2	0	-40	-2.8	101	-6	1	-8	11
26) CC(OC(=O)c1ccccc1Br)C(=O)Nc1nc(-c2cccc([N+](=O)[O-])c2)cs1 (centres undefined)
→ -1.8	5	2	1.0	98	2	22	11	9
27) CSc1c(C#N)sc(=S)n1-c1ccc(C)cc1
→ 1.0	-15	-2	-0.7	85	-4	-16	6	7
28) CCCC(C)NC(=O)c1cc(C(=O)OC)cc([N+](=O)[O-])c1 (centres undefined)
→ -2.5	-2	0	-2.6	98	-2	37	6	-7
29) Cc1ccc(NS(=O)(=O)c2ccc(N3C(=O)CCC3=O)cc2)cc1
→ -4.0	1	-2	-2.8	97	-5	4	-3	29
30) CCN1CCN(c2ccc(NC(=O)c3cc(OC)c(OC)c(OC)c3)cc2)CC1
→ 24*	21	4	-3.7	117	-12	11	-2	-10

One compound at a time, as listed above:
COC(=O)C1CCCN1S(=O)(=O)c1ccc([N+](=O)[O-])cc1 (centres undefined) in the list: VIM-2 inhibitor = -1.8; MEKK2mut PB1 HTS = -1; DNA FID counter = -1; IMP-1 inhibitor = -1.6; MEKK2wt PB1 HTS = 102; PfM18AAP inh = 0; NALP1 inh = 17; HCV NS3 hel inh = -15; UBC9 SUMO inh = 1
Cc1cc(C)cc(C(=O)Nc2ccncc2)c1 in the list: VIM-2 inhibitor = 2.1; MEKK2mut PB1 HTS = -1; DNA FID counter = 4; IMP-1 inhibitor = 0.2; MEKK2wt PB1 HTS = 104; PfM18AAP inh = 0; NALP1 inh = 12; HCV NS3 hel inh = 21; UBC9 SUMO inh = 2
CCCC(C)NC(=O)c1cc(C(=O)OC)cc([N+](=O)[O-])c1 (centres undefined) in the list: VIM-2 inhibitor = -2.5; MEKK2mut PB1 HTS = -2; DNA FID counter = 0; IMP-1 inhibitor = -2.6; MEKK2wt PB1 HTS = 98; PfM18AAP inh = -2; NALP1 inh = 37; HCV NS3 hel inh = 6; UBC9 SUMO inh = -7

The list goes on:
Below each compound: VIM-2 inhibitor	MEKK2mut PB1 HTS	DNA FID counter	IMP-1 inhibitor	MEKK2wt PB1 HTS	PfM18AAP inh	NALP1 inh	HCV NS3 hel inh	UBC9 SUMO inh
31) Cc1cc(C)n(CC(O)COc2ccc(C(C)(C)C)cc2)n1 (centres undefined)
→ 0.3	-1	-48	4.3	107	2	-30	-11	x
32) Cc1ccc(S(=O)(=O)N2C(=O)CCC2C(=O)O/N=C(\N)c2ccc([N+](=O)[O-])cc2)cc1 (centres undefined)
→ -2.1	1	-8	-4.5	97	2	-3	11	0
33) Cc1nn(-c2ccc(Cl)cc2)c2[nH]c(CCl)cc(=O)c12
→ 0.1	-2	11	-0.6	99	5	12	6	-4
34) O=C(Nc1ccc2oc(-c3cccnc3)nc2c1)c1cccnc1
→ -5.3	1	-3	-2.9	102	6	19	6	19
35) O=C(NCc1ccco1)c1ccc(OCC2CCCO2)cc1 (centres undefined)
→ 2.1	-3	-8	-1.0	97	5	21	1	21
36) COc1ccc(-c2cc(C(=O)Nc3cccnc3Cl)no2)cc1
→ -3.5	-2	-4	-1.9	99	5	18	1	1
37) CCOC(=O)c1ccc(NC(=O)CSc2nnc(CC)o2)cc1
→ -1.9	7	-18	-2.9	104	3	12	10	16
38) CCS(=O)(=O)Nc1ccc(C2=NN(C(=O)c3ccco3)C(c3cccs3)C2)cc1 (centres undefined)
→ 0.2	2	-32	-1.1	105	8	12	-6	24
39) COc1ccccc1NC(=O)CSc1nc2sc3c(c2c(=O)n1-c1ccccc1)CCN(C)C3
→ -4.4	3	23	-1.7	101	16	-5	-32	-8
40) CCOc1ccc(C2/C(=C(\O)c3ccc4c(c3)OCCO4)C(=O)C(=O)N2CCCN2CCOCC2)cc1OC (centres undefined)
→ 2.0	1	-35	0.9	102	12	13	-6	15
41) N/C(=N\OC(=O)CCCc1ccccc1)c1ccccn1
→ -4.5	0	-11	-1.5	96	-4	35	12	-10
42) COc1ccc(/C=C/C(=O)OCC(=O)NCc2cccs2)cc1OC
→ 2.0	10	-14	0.7	99	-9	18	3	12
43) Cn1c(N)c(S(=O)(=O)N2CCN(c3cccc(Cl)c3)CC2)c(=O)n(C)c1=O
→ -0.5	-4	-15	-1.0	98	-8	10	-3	14
44) COc1cccc(CN2CCNC(=O)C2CC(=O)NCCn2nc(C)cc2C)c1OC (centres undefined)
→ -1.3	-1	-12	-0.8	99	13	-23	-15	6
45) O=C(O)Cn1nc(C(F)(F)F)c2c1CCCC2
→ -3.0	-1	-2	-2.8	96	4	11	-10	15
46) O=C(CC12CC3CC(CC(C3)C1)C2)N1CCOCC1
→ 0.5	-2	-6	-2.5	103	-2	3	8	-1
47) CCCCc1ccc(NC(=O)Nc2cccnc2)cc1
→ -4.6	7	-12	-4.7	105	-6	6	-9	8
48) CCN(CC)CCCN1C=C2C(=O)C(C)(OC(=O)C3CCCC3)C(=O)C(c3ccccc3)=C2C=C1CCCC(=O)OC (centres undefined)
→ x	-6	x	x	96	x	1	x	2

Single values from the list.
cpd 44 in MEKK2mut PB1 HTS is listed with -1
cpd 41 in MEKK2wt PB1 HTS is listed with 96
cpd 43 in UBC9 SUMO inh is listed with 14
cpd 48 in MEKK2wt PB1 HTS is listed with 96
cpd 42 in MEKK2wt PB1 HTS is listed with 99

Pulled by compound from above:
Below each compound: VIM-2 inhibitor	MEKK2mut PB1 HTS	DNA FID counter	IMP-1 inhibitor	MEKK2wt PB1 HTS	PfM18AAP inh	NALP1 inh	HCV NS3 hel inh	UBC9 SUMO inh
39) COc1ccccc1NC(=O)CSc1nc2sc3c(c2c(=O)n1-c1ccccc1)CCN(C)C3
→ -4.4	3	23	-1.7	101	16	-5	-32	-8
41) N/C(=N\OC(=O)CCCc1ccccc1)c1ccccn1
→ -4.5	0	-11	-1.5	96	-4	35	12	-10
